# GASC-1 inh – human JMJD2C demethylase inhibition. Q9H3R0. GST-JMJD2C(1-420) H3K9me3 demethylation, DELFIA europium. inhibition, % at 2.35 µM. 330,000 compounds, 0.069% hits. AID 2099;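 active = more than half of a compound's replicate wells show inhibition beyond 50%, single wells judged on their own value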;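 also: signal counts dimethyl H3K9 product captured on neutravidin plate; 0% = median of DMSO wells and 100% = 0.3 times that DMSO median; strong numbers were not always called active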
# PREPL inh – human PREPL enzyme inhibition | Q4J6C6 | recombinant PREPL, fluorescence polarization activity-based probe | inhibition, % at 5.96 µM | 320,000 compounds, 0.68% hits | AID 2751; in the data active = inhibition above about 43%;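 also: 0% = enzyme with DMSO and 100% = wells lacking enzyme; many of its hits are not listed in these tables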
# TPT1 inhibitor – C. albicans TPT1 enzyme inhibition | recombinant caTPT1, FP RNA substrate dephosphorylation | inhibition, % at 5 µM | 300,000 compounds, 0.81% hits;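 active = inhibition above the mean of all tested compounds plus 3 SD, set per screening campaign, cut at about 24% in these data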;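 also: plate controls were DMSO alone for no effect and ferristatin control at 100 nM for full effect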
# PP5 primary – inhibitors of human protein phosphatase 5 (PP5); P53041; purified PP5c, OMFP substrate fluorescence; inhibition, % at 6.7 µM; 320,000 compounds, 0.18% hits; AID 1987;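 active = inhibition above the campaign's mean inhibition across all tested compounds plus 3 SD, cut at about 9.5% in these data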;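 also: 0% = DMSO only and 100% = 100 µM cantharidin control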
# Target sequence (P53041 whole entry, looked up): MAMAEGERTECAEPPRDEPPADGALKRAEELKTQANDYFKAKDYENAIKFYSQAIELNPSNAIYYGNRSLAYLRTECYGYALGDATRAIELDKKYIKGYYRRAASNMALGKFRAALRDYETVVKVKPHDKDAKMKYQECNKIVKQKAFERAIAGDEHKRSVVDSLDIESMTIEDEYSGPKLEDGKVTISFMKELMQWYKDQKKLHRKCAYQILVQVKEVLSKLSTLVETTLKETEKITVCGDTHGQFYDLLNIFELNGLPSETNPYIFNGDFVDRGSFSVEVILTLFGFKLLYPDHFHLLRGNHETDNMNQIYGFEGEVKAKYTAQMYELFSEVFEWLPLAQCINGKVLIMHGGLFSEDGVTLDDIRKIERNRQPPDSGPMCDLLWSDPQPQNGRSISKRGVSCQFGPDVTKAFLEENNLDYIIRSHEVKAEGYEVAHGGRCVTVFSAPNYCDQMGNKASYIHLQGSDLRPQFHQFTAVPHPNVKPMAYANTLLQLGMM
# PP1 inh – PP1-alpha (human) inhibition in PP5 counter-screen; 320,000 compounds, 0.9% hits; purified PP1alpha, OMFP fluorescence; inhibition, % at 6.7 µM; P62136;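 active = inhibition above the mean inhibition of all tested compounds plus 3 SD, computed separately for each screening campaign, cut at about 15% in these data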
# Target sequence (P62136 whole entry, looked up): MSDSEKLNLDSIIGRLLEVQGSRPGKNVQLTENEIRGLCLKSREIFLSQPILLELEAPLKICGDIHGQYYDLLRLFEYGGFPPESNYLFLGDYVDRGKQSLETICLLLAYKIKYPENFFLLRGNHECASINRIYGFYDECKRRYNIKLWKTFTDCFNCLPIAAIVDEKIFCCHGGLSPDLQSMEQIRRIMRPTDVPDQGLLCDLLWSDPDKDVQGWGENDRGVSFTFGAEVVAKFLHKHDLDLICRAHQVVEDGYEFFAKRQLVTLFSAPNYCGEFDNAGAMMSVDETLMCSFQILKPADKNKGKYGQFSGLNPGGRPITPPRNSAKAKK
# Efflux pump mplx – antifungal efflux pump inhibition, Nile Red retention; S. cerevisiae Candida pump triplex; inhibition, % at 10 µM; 330,000 compounds, 0.44% hits; AID 485275;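 active = plate passing quality check with inhibition over a set limit, or well fluorescence over plate mean plus 4 SD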;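 also: Nile Red retained in pooled yeast measured as flow cytometry median fluorescence; 0% = buffer negative control and 100% = Enniatin B positive control; higher means more Nile Red kept so more efflux inhibition; some compounds called inactive have numbers as strong as hits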
# CTSL1 counter – blocks F. hepatica cathepsin L1 in PFM18AAP counter-screen. recombinant F. hepatica cathepsin L1, Z-Leu-Arg-MCA fluorescence. inhibition, % at 5.96 µM. 300,000 compounds, 0.49% hits. AID 1906;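 active = inhibition above the mean of all tested compounds plus 3 SD, set per screening campaign, cut at about 17% in these data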;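 also: 0% = plate median of test compound wells and 100% = 1 µM Z-Phe-Ala-diazomethylketone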
# HCV core dimer – blocks dimerization of HCV core protein | 300,000 compounds, 0.33% hits | inhibition, % at 5 µM | AID 1899 | TR-FRET GST/Flag-core106 dimerization, 1536-well;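 active = inhibition above the mean of all tested compounds plus 3 SD, set per screening campaign, cut at about 45% in these data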
#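 Assay system – GST-tagged and Flag-tagged HCV core protein residues 1-106 · Quantity – core106 proteins, GST 13.5 nM and Flag 17 nM · Benchmarks – unlabelled core106 and no-GST-core106 wells · Read-out basis – percent inhibition of core106 dimerization signal · Detection – time-resolved FRET, ex 340 nm, em 617 and 671 nm · Schedule – 4 h at 22.5 °C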
# LYPLA2 counter – LYPLA2 (human) inhibition in PME1 counter-screen | recombinant LYPLA2, FP-Rh probe fluorescence polarization | AID 2177 | 320,000 compounds, 0.38% hits | inhibition, % at 5.9 µM;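 active = inhibition above the screen-wide mean plus 3 SD, limit set per campaign, cut at about 26% in these data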;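 also: 0% = LYPLA2 with DMSO and 100% = wells lacking LYPLA2 enzyme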
# Target sequence (O95372 whole entry, looked up): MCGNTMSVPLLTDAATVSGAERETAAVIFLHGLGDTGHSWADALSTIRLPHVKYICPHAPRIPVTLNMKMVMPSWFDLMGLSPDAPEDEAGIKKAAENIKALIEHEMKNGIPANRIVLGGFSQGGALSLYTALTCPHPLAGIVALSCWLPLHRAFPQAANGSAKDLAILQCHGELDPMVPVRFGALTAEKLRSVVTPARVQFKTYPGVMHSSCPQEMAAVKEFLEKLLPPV
# An asterisk follows results filed as active; nt = no result given; & = joins results of further samples. Only part of the results is shown (hit frequency here may not be typical).
SMILES,GASC-1 inh,PREPL inh,TPT1 inhibitor,PP5 primary,PP1 inh,Efflux pump mplx,CTSL1 counter,HCV core dimer,LYPLA2 counter
Cc1cc(C)c2c(c1)/C(=c1/sc3n(c1=O)CN(c1ccccc1)CN=3)C(=O)N2,33.6,-9.9,0.4,0.5,-1.3,0.5,2.0,-1.2,2.8
COc1cccc(CN2CCN(C(=S)NCc3ccc(Cl)cc3)CC2)c1,-3.0,-20.1,-0.4,1.8,-1.7,-0.1,5.0,1.0,4.5
CC1Sc2ccc(Cl)cc2-c2nc(N)ncc21 (stereo not given),-3.3,-10.7,-0.3,1.8,0.6,0.0,3.0,-4.7,-4.1
Cc1cc(C)c(S(=O)(=O)n2ccc(-c3ccc(OCCN(C)c4ccccn4)cc3)n2)c(C)c1,-28.1,6.0,-2.0,0.1,3.8,0.1,2.6,0.7,-2.4
COc1cccc(N=Nc2ccc3ccccc3c2O)c1,-17.8,9.2,-3.5,-0.4,-1.6,0.3,-5.9,-14.5,-4.4
N#CCC(=O)N/N=C/c1cc(Br)ccc1OCc1cccc2ccccc12,-3.7,-32.2,0.2,2.9,21.2*,0.0,2.0,22.5,-77.0
CC(C)=CCN1CCN(Cc2cc(CC(C)C)n[nH]2)CC1CCO (stereo not given),-27.4,10.5,-2.4,2.2,-5.3,-0.2,0.0,-0.9,6.4
COc1ccc(/C=C/C(=O)Nc2c(C(=O)O)[nH]c3ccccc23)cc1OC,15.9,15.7,1.1,1.0,1.6,0.1,8.6,-2.0,-10.4
Cc1cc(C)n2nc(-c3cnn(C)c3C(F)(F)F)cc2n1,1.7,-2.0,-6.5,-2.8,-0.1,0.0,1.4,-4.2,1.1
O=C(NCc1cccs1)c1ccc([N+](=O)[O-])cc1,2.7,0.0,0.3,-0.4,-2.5,0.2,0.7,-2.1,6.3
COCCSc1ccccc1C(=O)Nc1cc([N+](=O)[O-])ccc1OC,-4.1,1.6,-7.6,-2.1,1.2,-0.1,2.0,-2.0,7.8
O=C(CN1CCCCCC1)NN(Cc1ccccc1)c1ccccc1,-8.4,-13.7,-0.3,-1.5,-6.2,0.0,-3.1,1.5,-2.8
COc1ccc(Br)c(C(=O)OCC(=O)NC2CC2)c1,4.4,0.4,nt,-3.0,-2.2,-0.1,nt,nt,4.9
O=C(O)c1ccccc1-c1ccccc1C(=O)NCCc1ccccc1,20.0,13.9,-6.7,-0.7,2.1,-0.2,5.0,-12.8,-5.1
Cc1ccccc1OCC(=O)NCC(=O)OCC(=O)c1ccc([N+](=O)[O-])cc1,-1.9,7.8,-2.9,4.1,0.0,0.0,-6.8,-14.3,0.5
O=S(=O)(NCCN1CCOCC1)c1ccc(Cl)c(Cl)c1,18.2,8.0,-1.0,1.9,3.9,0.0,-3.6,6.4,1.0
CCC(C)NC(=O)CS(=O)Cc1nc(-c2ccccc2C)oc1C (stereo not given),0.8,9.2,3.0,1.3,-0.8,0.0,-43.4,5.0,2.1
OCCC1CN(C/C=C/c2ccco2)CCN1Cc1ccccc1 (stereo not given),-3.2,12.2,-4.4,0.3,1.2,0.0,0.5,-1.3,-3.8
CCOC(=O)Cc1csc(NC(=O)CSc2nc(C)cc(=O)[nH]2)n1,4.4,-18.0,0.4,1.1,-3.2,-0.1,-2.2,-2.6,-26.3
CN1C(=O)/C(=C/c2ccccc2OCc2cccc(F)c2)N(C)C1=S,20.3,-17.8,-0.1,4.4,6.2,-0.1,1.7,8.9,0.3
CS(=O)(=O)N(CC(=O)N1CCN(Cc2ccccc2)CC1)c1cccc([N+](=O)[O-])c1,-0.7,-4.0,-2.8,-1.2,-4.3,-0.1,-1.6,4.1,-5.3
COc1cc2c(cc1OC)CN(C(=S)Nc1cccc(Cl)c1C)CC2,8.5,9.2,-5.6,1.4,-4.9,0.7*,-0.5,-5.6,-1.1
Cc1ccc(S(=O)(=O)N2CCC(C(=O)OCC(=O)NCCc3ccccc3)CC2)cc1C,-5.0,18.1,-4.1,1.7,-1.7,-0.1,-1.5,-2.5,4.5
Cc1cc(N2CCOCC2)c2c(N)c(Br)cc(C)c2n1,-12.0,-1.1,0.0,4.4,3.7,0.1,1.7,-12.1,1.9
CN(CC(=O)Nc1ccc(Cl)c(C(F)(F)F)c1)CC(=O)NC1CCCCC1,1.5,17.9,nt,6.0,0.8,-0.3,nt,nt,-3.3

# (cont.)
SMILES,GASC-1 inh,PREPL inh,TPT1 inhibitor,PP5 primary,PP1 inh,Efflux pump mplx,CTSL1 counter,HCV core dimer,LYPLA2 counter
COCCn1nnnc1C(c1cccs1)N1CCN(c2nc3ccccc3s2)CC1 (stereo not given),-36.1,50.3*,-2.7,5.0,-0.9,-0.2,3.1,-1.8,-3.1
N=c1oc2ccc([N+](=O)[O-])cc2cc1C(=O)NCc1ccccc1,-1.7,3.9,1.9,0.8,0.4,-0.1,6.4,11.7,5.7
Cc1nn(-c2ncc(C(F)(F)F)cc2Cl)c(=O)n1-c1ccc(F)cc1,0.6,0.0,-3.0,-1.6,-2.1,0.1,-0.6,2.6,0.2
Cc1ccc(C(C)NC(=O)C23CC4CC(CC(C4)C2)C3)cc1 (stereo not given),-0.3,-6.0,-2.9,-1.3,-1.1,0.2,-7.0,3.9,-7.0
Cc1ccc(/C=C(\C#N)C(=O)NCc2ccco2)o1,3.7,5.1,2.9,-0.2,-0.5,-0.1,4.8,-0.7,-2.9
O=C(CCS(=O)(=O)c1ccccc1)Nc1ccccc1-c1nc2ccccc2s1,-1.0,1.0,-3.4,2.0,0.8,-0.1,-0.3,-7.6,3.6
Cc1ccc(NC(=O)CCNS(=O)(=O)c2ccc3c(c2)CCC(=O)N3)cc1F,39.0,1.2,-2.0,4.0,1.7,0.1,-10.3,-3.6,0.8
COc1ccc(Cc2nnc(NC(=O)CSc3ccc(C)cc3)s2)cc1,6.0,-4.4,3.6,1.4,3.5,0.0,-2.5,6.6,-0.6
Cc1csc(=O)n1CC(=O)OCC(=O)NCc1ccc(F)cc1,0.8,1.9,0.8,-1.1,-2.6,0.0,2.0,-0.4,3.8
COCC(=O)N(Cc1cc2cc(OC)ccc2[nH]c1=O)c1ccc(C)cc1,-5.3,5.0,2.5,1.5,-1.9,0.0,3.9,3.4,-1.4
O=C(O)c1ccccc1C(=O)NC1CCCCNC1=O (stereo not given),-23.7,5.0,0.9,1.5,-6.2,-0.2,-3.5,3.4,1.3
CCN(C(=O)c1cc(Cl)ccc1OC)C1CCCCC1,-1.5,13.6,-0.1,2.9,-2.1,0.2,0.8,4.5,-2.6
CCOC(=O)c1c(NC(=O)CSc2nnc(-c3cccnc3)o2)sc(C(C)=O)c1C,0.1,9.5,-0.6,1.4,-1.8,0.2,2.4,-1.9,0.6
CC(C)(C)C1CCc2c(sc3nc(SCC(=O)O)nc(N)c23)C1 (stereo not given),-3.5,-0.2,-2.4,1.9,-1.4,-0.3,7.5,9.1,4.9
COc1ccc(Br)cc1C1CC(=O)C(C)C(c2cc(Br)ccc2OC)N1 (stereo not given),-2.5,-15.5,2.0,1.9,2.1,0.3,1.4,2.5,-8.5
CN(C)S(=O)(=O)N1CCN(CC(O)COc2ccc3cc(Br)ccc3c2)CC1 (stereo not given),-40.2&9.7,21.5,-1.1,3.5,1.0,0.1,-2.4,-7.5,-0.4
CCOCCCn1c(SCC(=O)Nc2cc(OC)ccc2OC)nc2ccccc2c1=O,4.8,-4.4,-2.7,0.0,-1.6,-0.1,-0.6,12.7,-6.0
COCCCNc1nc2nonc2nc1N1CCN(Cc2cccc(C)c2)CC1,-11.5,-13.1,5.8,4.3,-2.7,0.0,-0.9,-1.7,1.3
COC1OC(COC(=O)CNC(=O)OC(C)(C)C)C(O)C(O)C1O (stereo not given),4.8,3.0,1.2,2.6,2.4,0.1,-2.1,-3.1,-3.7
CCn1nc(C)c(C2C(C#N)=C(N)OC3=C2C(=O)CCC3)c1C (stereo not given),3.5,10.1,0.9,0.8,-1.1,-0.3,1.5,-10.8,-1.0
Cc1cc(C)cc(NC(=O)N2C3CCCC2CC(NC(=O)C2CC2)C3)c1 (stereo not given),7.4,18.4,-5.7,0.9,-0.3,0.0,-4.6,-15.6,2.2
O=C(CN1CCOCC1)OCCCC1CCCCC1,9.7,3.3,-2.0,2.5,0.6,0.1,-0.5,-3.0,4.6
CCN(C(=O)CN1C(=O)/C(=C/c2ccc(F)cc2)SC1=S)C1CCS(=O)(=O)C1 (stereo not given),10.9,6.4,-0.1,0.0,1.0,-0.1,-0.9,6.6,-0.6
Cc1cc(C(=O)Nc2ccc(F)cc2C)n(-c2ccccc2)n1,1.8,12.3,2.4,-1.9,-3.0,0.2,4.8,-0.2,-2.2
O=C(O)COc1ccc(Cl)cc1CO,-21.9,0.9,-1.8,2.9,-2.6,0.1,-2.3,0.2,-4.5

# 2 of these compounds, reformatted:
molecule	GASC-1 inh	PREPL inh	TPT1 inhibitor	PP5 primary	PP1 inh	Efflux pump mplx	CTSL1 counter	HCV core dimer	LYPLA2 counter
COc1cccc(N=Nc2ccc3ccccc3c2O)c1	-17.8	9.2	-3.5	-0.4	-1.6	0.3	-5.9	-14.5	-4.4
Cc1ccc(/C=C(\C#N)C(=O)NCc2ccco2)o1	3.7	5.1	2.9	-0.2	-0.5	-0.1	4.8	-0.7	-2.9

# (continued)
SMILES,GASC-1 inh,PREPL inh,TPT1 inhibitor,PP5 primary,PP1 inh,Efflux pump mplx,CTSL1 counter,HCV core dimer,LYPLA2 counter
COc1cccc(OC)c1C(=O)OCC(=O)N1CC(C)CC(C)C1 (stereo not given),1.6,1.1,nt,-0.8,-5.9,-0.3,nt,nt,-1.3
COc1cc(Cl)ccc1OCc1cc(C(=O)N(C)Cc2cccc3cnccc23)no1,-25.2,-17.3,0.9,4.0,5.7,0.0,1.2,7.4,8.2
O=Cc1ccc2noc(-c3ccc(F)cc3)c2c1,8.7,10.7,-38.9,-0.1,1.7,0.0,-1.6,-3.3,-2.8
O=[N+]([O-])c1cc(S(=O)(=O)N2CCCCC2)ccc1NCCCN1CCOCC1,7.7,1.2,0.1,-0.7,-2.8,0.0,0.9,-2.2,10.5
Cc1ccc(C)c(S(=O)(=O)N2CCN(C(C)C(=O)Nc3ccccc3-c3ccccc3)CC2)c1 (stereo not given),-2.0,14.2,1.2,0.3,3.3,-1.1,5.7,13.8,1.8
Cc1cc(C)cc(OC(=O)CCN2C(=O)C3C4C=CC(C5CC45)C3C2=O)c1 (stereo not given),3.0,18.0,0.4,4.7,1.9,-0.1,-40.5,2.7,-1.1
CCN(CC)CC(=O)Nc1ccc(-c2nc3cc(NC(=O)CN(CC)CC)ccc3o2)cc1,-13.0,-32.2,-0.8,-1.1,-4.4,0.0,6.2,2.9,-2.6
CCC(C)[C@H](NC(=O)Nc1ccc2c(c1)OCCO2)C(=O)O (stereo not given in full),-7.0,17.9,-0.3,1.8,2.5,-0.1,-3.6,0.7,0.1
Cc1nn(C)c(Nc2ccc(Br)cc2)c1Br,-15.6,-6.5,-1.4,3.6,-3.2,0.0,2.9,-0.8,3.1
O=C(COc1ccccc1F)NCC(c1ccco1)N1CCCC1 (stereo not given),8.5,26.3,-3.5,-0.3,-1.9,-0.1,6.1,3.4,-0.1
CN(C(=O)c1cc(-c2ccc3c(c2)OCO3)on1)c1ccccc1,-1.9,-3.9,1.2,0.1,1.4,-0.1,-0.4,2.7,2.9

# Source: PubChem BioAssay (several laboratories)
